TAG inh: inhibitors of triacylglycerol accumulation. AID 651582. inhibition, % at 12.5 µM. H9c2 cells, Nile Red lipid (TAG) fluorescence; cells loaded with 200 µM oleic acid. 230,000 compounds, 0.66% hits;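 active means pattern-corrected inhibition of lipid staining of at least 50% with the nuclear-stain viability signal not falling by more than 50%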;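 further: 0% = DMSO wells and 100% = triacsin C control wells; some results filed as inactive read as strong as hits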
TAG inh DAPI viability: second read-out of TAG inh, no call of its own (marks repeat the call); DAPI nuclei signal change (viability), lower = more cytotoxic, %;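 whole-well DAPI fluorescence read on a plate reader as a viability signal; minus 50 percent equals half of cells still viable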
An asterisk follows results filed as active. These rows are one share of the data; rates above refer to the full screens.

SMILES | TAG inh | TAG inh DAPI viability
CCN(CC)CCn1c(=N)n(CC(O)COc2ccccc2)c2ccccc21 (stereo not given) | 9.2 | 12.2
CCCC(=O)Nc1cccc(Oc2ccc3c(c2)C(=O)NC3=O)c1 | -12.1 | 4.5
O=C(CSc1nc2ccccc2o1)Nc1nc2c(s1)CCCC2 | 5.2 | -5.3
CC(=O)NC1CC2CCCC(C1)N2C(=O)Nc1cccc(C(C)=O)c1 (stereo not given) | 9.2 | 0.3
COCCn1c(-c2ccc(C)cc2)nc2c(c(=O)c3ccccc3n2C)c1=O | -3.7 | 2.2
COc1ccc(N2CCOCC2)c(NC(=O)c2cccnc2)c1 | 0.3 | -6.4
CCCC[C@@H]1CNCCN1CCCc1cc(OC)c(OC)c(OC)c1 | 14.8 | 1.1
O=C(Nc1ccc(NC(=O)c2cccs2)cc1)c1ccc2c(c1)OCCO2 | 14.6 | 0.0
N#CCC(=O)N/N=C\c1cccc(OC/C=C/c2ccccc2)c1 | -2.4 | -12.3
Cc1cc(C)n(C2CC(=O)N(c3ccc(C)c(Cl)c3)C2=O)n1 (stereo not given) | 1.7 | 0.3
CC(=O)Nc1nc(N2C(=O)c3ccccc3C2=O)n(-c2ccccc2)n1 | -3.6 | -4.5
COc1ccc(CNC(=O)C2CCN(C(=O)c3cccc(Cl)c3)CC2)cc1 | 0.0 | -1.0
CN(C1CCCCC1)S(=O)(=O)c1ccc(=S)[nH]c1 | 0.9 | 4.4
CC1(C)Cc2cccc(C(=O)NC3CCN(Cc4ccccc4)CC3)c2O1 | -12.1 | 3.5
CNCC/C=C1/c2ccccc2CSc2ccccc21 | -3.5 | 11.9

Six entries picked at random from those above, as already listed:
SMILES | TAG inh | TAG inh DAPI viability
COCCn1c(-c2ccc(C)cc2)nc2c(c(=O)c3ccccc3n2C)c1=O | -3.7 | 2.2
CNCC/C=C1/c2ccccc2CSc2ccccc21 | -3.5 | 11.9
COc1ccc(N2CCOCC2)c(NC(=O)c2cccnc2)c1 | 0.3 | -6.4
CC(=O)NC1CC2CCCC(C1)N2C(=O)Nc1cccc(C(C)=O)c1 (stereo not given) | 9.2 | 0.3
O=C(CSc1nc2ccccc2o1)Nc1nc2c(s1)CCCC2 | 5.2 | -5.3
CCCC(=O)Nc1cccc(Oc2ccc3c(c2)C(=O)NC3=O)c1 | -12.1 | 4.5

Among those listed so far, 2 have a halogen.
SMILES | TAG inh | TAG inh DAPI viability
Cc1cc(C)n(C2CC(=O)N(c3ccc(C)c(Cl)c3)C2=O)n1 (stereo not given) | 1.7 | 0.3
COc1ccc(CNC(=O)C2CCN(C(=O)c3cccc(Cl)c3)CC2)cc1 | 0.0 | -1.0

(more compounds)
SMILES | TAG inh | TAG inh DAPI viability
C#CCOCCOCCOCCNc1nc(N2CCN(C(=O)[C@H](CC(N)=O)n3cc([C@@H](N)CC(N)=O)nn3)CC2)nc(N2CCN(C(=O)[C@H](CC(N)=O)n3cc([C@@H](N)CC(N)=O)nn3)CC2)n1 | 0.5 | -11.1
O=C(C=P(c1ccccc1)(c1ccccc1)c1ccccc1)c1ccccc1-c1ccccc1C(=O)C=P(c1ccccc1)(c1ccccc1)c1ccccc1 | 0.8 | -33.7
Cc1csc(NC(=O)CSc2nc3[nH]c(=O)cc(O)c3s2)n1 | 52.0 | -55.3
NC(=O)c1cc2cc(Cc3ccccc3Cl)ccc2oc1=O | 16.3 | -12.8
COc1cccc(N2C(=O)C3C(C2=O)C3(c2ccccc2)c2ccccc2)c1 (stereo not given) | -27.8 | -11.3
Cc1ccc(OCC(=O)NNC(=O)c2ccccc2OCc2c(C)noc2C)cc1 | 15.9 | -8.7
O=c1cc2ncc(-c3[nH]ncc3[N+](=O)[O-])cn2[nH]1 | 13.2 | -0.4
COC(=O)c1ccc(CSc2nnc(Nc3ccc(OC)cc3)s2)o1 | -18.5 | 3.1
CCN(Cc1ccccc1)C(=O)COC(=O)c1cnc(C)cn1 | -5.7 | -1.2
CCN(CC)CCCN(C(=O)c1ccccc1F)c1nc(-c2ccc(OC)cc2)cs1 | 48.6 | -8.1
Cc1ccc(S(=O)(=O)N2CCCC2)cc1C(=O)Nc1ccc(-n2cnnn2)cc1 | -0.2 | -10.0
CCOc1ncccc1C(=O)Nc1ccc(F)c(Cl)c1 | 10.8 | -4.8
O=C(NCCC1=CCCCC1)c1ccc(-n2cncn2)cc1 | 9.4 | -6.0
CN(C)c1ccc(CC(=O)c2nc3ccccc3s2)cc1 | 1.1 | -9.9
COC(=O)c1ccccc1NC(=O)COC(=O)[C@H](C)NC(N)=O | 13.6 | -6.9
CCN1CCN(C(=S)NC(C)c2ccccc2)CC1 (stereo not given) | 9.0 | -2.4
CCOC(=O)N1CCN(C(=O)c2ccccc2NC(=O)c2ccc(F)cc2)CC1 | -3.4 | 3.2
Cc1cc(C)c(C(=O)O)c(CC(C)(C)C(=O)O)c1 | 10.0 | -10.8
COc1cc(S(=O)(=O)N2CCN(C(=O)C3CC3)CC2)ccc1NC(C)=O | -3.9 | 0.3
COc1ccc(C(=O)NCC2CCCO2)cc1S(=O)(=O)N1CCCc2ccccc21 (stereo not given) | 8.2 | -12.7
COc1cc(C2CC(=O)C3=C(C2)Nc2ncnn2C3c2cccs2)cc(OC)c1OC (stereo not given) | -7.3 | 2.0
C/C=C(\C)CN1CCN(c2ccc(C)cc2)CC1 | 12.8 | 4.1
Cc1cc(N2CCCCC2)nc(SCC(=O)c2ccccc2)n1 | -0.7 | -26.7
CCOC(=O)C(CCSC)Nc1nc(Cl)nc(Nc2ccc(Cl)cc2)n1 (stereo not given) | -2.6 | 10.5
CN(C)S(=O)(=O)c1cccc(NC(=O)COC(=O)CCC(=O)c2cccs2)c1 | 1.7 | 4.1
COc1cccc(CN(C)CC(=O)Nc2cccc3ccccc23)c1 | 8.8 | -9.6
O=S(=O)(Nc1ccc(Cl)cn1)c1ccc2c(c1)OCCO2 | 4.4 | 6.0
Cc1ccc(C)c2sc(NC(=O)c3nc4ccccc4s3)nc12 | 12.3 | -3.5
O=C(Nc1cc([N+](=O)[O-])ccc1C(=O)NCCN1CCOCC1)c1ccccc1 | 14.6 | -0.9
Cc1noc(C)c1NC(=O)N(C)C[C@H]1Oc2ccc(NC(=O)NC3CCCCC3)cc2C(=O)N([C@H](C)CO)C[C@@H]1C | -15.9 | -5.9

A draw from above in order of molar mass, low to high.
SMILES | TAG inh | TAG inh DAPI viability
Cc1cc(C)c(C(=O)O)c(CC(C)(C)C(=O)O)c1 | 10.0 | -10.8
Cc1ccc(C)c2sc(NC(=O)c3nc4ccccc4s3)nc12 | 12.3 | -3.5
O=C(Nc1cc([N+](=O)[O-])ccc1C(=O)NCCN1CCOCC1)c1ccccc1 | 14.6 | -0.9

The list continues:
SMILES | TAG inh | TAG inh DAPI viability
CCN(c1cccc(C)c1)c1nc2ccsc2c(=O)s1 | -10.1 | 9.0
Cc1ccc(-n2c(O)c(C=NC3CCS(=O)(=O)C3)c3ccccc3c2=O)c(C)c1 (stereo not given) | 6.5 | -1.9
CCCCN1C[C@H](O)[C@@H](O)[C@H](O)[C@H]1CO | 12.9 | -20.0
Cc1nc(SCC(=O)Nc2ccc3c(c2)OCCO3)nc(C)c1C | -1.3 | -2.3
CCOC(=O)c1cccc(NC(=O)c2ccccc2C)c1 | -10.4 | -3.5
CCN(CC)CCNC(=O)c1cc2ccccc2nc1Cl | -1.1 | 8.7
Cc1cc(O)c(C(C)C)cc1C1(c2cc(C(C)C)c(O)cc2C)OC(=O)c2ccccc21 | -15.1 | -10.6
CCc1c(O)nc(SCC(=O)NCc2ccco2)[nH]c1=O | -2.8 | 4.9
O=C1O[C@@H](c2ccc(O)cc2)Cc2cccc(O)c21 | 10.5 | -7.3
CN(C)S(=O)(=O)c1ccc(NC(=O)CN2CCN(C(c3ccccc3)c3ccccc3)CC2)cc1 | -12.2 | 8.4
CCc1nc2ccc(C(=O)N(CC)CCN(C)C)cn2c1N(CC)CCOC | 6.5 | -4.5
CCC(=O)NCC(=O)OCC(=O)c1ccccc1 | 4.5 | -5.8
CCN(CC(=O)NCCc1ccc(Cl)cc1)Cc1nc2ccccc2c(=O)[nH]1 | 11.0 | -10.9
C=CCn1c(SCC#N)nnc1-c1ccc2ncccc2c1 | 7.7 | -7.9
O=C(Cc1cccc(NC(=O)C2CCCN(C(=O)c3ccccc3)C2)c1)Nc1ccc(C(=O)N2CCOCC2)cc1 (stereo not given) | 47.7 | 3.0
CCN1CCN(c2ccc(NC(=O)c3ccccc3F)cc2Cl)CC1 | -2.9 | 7.2
CCCNc1nc(-c2cc(-c3ccc(Cl)cc3)on2)cc(C(C)C)n1 | -7.3 | -0.4
Cc1nc2ccc(NC(=O)Cc3ccc4c(c3)OCCO4)cc2s1 | -6.5 | -8.0
O=c1[nH]ccc2c(O)cccc12 | 6.1 | 5.4
COc1ccc(C(=O)N2CC(=O)N(CCc3ccccc3)C(=O)C2)cc1OC | 1.2 | 3.8
O=C1c2ccccc2C(=O)N1Cc1ccccn1 | 8.1 | -9.7
COC(OC)C1Nc2ccccc2C(=O)N1c1ccc(F)cc1 (stereo not given) | 3.1 | -5.7
COc1ccc(S(=O)(=O)NCC(c2cccnc2)N2CCN(Cc3ccccc3)CC2)cc1 (stereo not given) | -0.1 | -2.0
Cc1ccc(Cc2cncc(O)c2)cc1S(=O)(=O)O | -3.1 | 5.4
COc1cc(OC)cc(C(=O)N2CCN(C(=O)Cc3ccccc3)CC2)c1 | 18.5 | -6.6
O=c1[nH][nH]cc1C=Nc1ccc(Oc2ccccc2)cc1 | -5.0 | -3.3
Cc1ccc(C2Nc3cccc4cccc(c34)N2)s1 | 7.2 | 11.5
Cc1ccc(-n2nc(C(=O)N3CCN(C)CC3)c3c4ccccc4n(C)c3c2=O)cc1 | 5.4 | 7.0
COc1ccc(OC)c(NC(=O)c2cc(-c3cc(Cl)ccc3O)n[nH]2)c1 | 4.3 | 9.7
CC(NC(=O)COC(=O)C1CC1C)c1cccc(Cl)c1 (stereo not given) | -6.1 | -4.9
CC(=O)[C@H]1CC[C@H]2[C@@H]3CCC4=CC(=O)CC[C@]4(C)[C@H]3[C@H](O)C[C@]12C | -1.7 | 11.3
COc1ccc(O)c(C(=O)c2cc(C(=O)NCCc3ccccc3)c(=O)n(CCc3ccccc3)c2)c1 | 1.6 | -7.8
COc1ccc(CC(=O)OCC(=O)Nc2ncc(Cl)cc2Cl)cc1 | -20.0 | 2.8
Cc1cc(C(F)(F)F)nc(CCNC(=O)C2CCC(=O)N(Cc3cccc(F)c3)C2)n1 (stereo not given) | -11.3 | -2.6
COc1ccccc1C1CC(=O)NC(SCC(=O)Nc2ccccc2)=C1C#N (stereo not given) | 7.5 | -1.0
Cc1ccc(NC(=O)CCNS(=O)(=O)c2ccc3c(c2)CCC(=O)N3)cc1F | -12.1 | 13.9
C[C@H](CO)N1C[C@H](C)[C@H](CN(C)C(=O)c2ccccn2)Oc2ncc(Br)cc2C1=O | -6.1 | 1.7
O=C(O)Cn1c2ccccc2c2n[nH]c(=S)nc21 | 14.0 | -7.1
CC(=O)c1ccc(NC(=S)NCc2cccnc2)cc1 | 2.5 | -3.1
CC(=NNC(=O)c1ccncc1)c1ccccc1O | 43.2 | -21.8
Cc1ccccc1N(CC(=O)NC(C)(C)C)C(=O)CCC(=O)Nc1nccs1 | -3.5 | 2.8
O=C(CCC1CCCN(C(=O)Cc2ccc(F)cc2)C1)N1CCN(c2ccccn2)CC1 (stereo not given) | -7.0 | 0.8
O=C1CCC(=O)N1c1ccc(NC2CCN(Cc3ccccc3)CC2)c([N+](=O)[O-])c1 | -12.4 | 4.7
Cc1c(S(=O)(=O)Nc2cccc3ccccc23)c(=O)n(C)c(=O)n1C | -0.7 | -4.9
CCc1ccccc1NC(=S)N(CCN(C)C)C(C)c1ccco1 (stereo not given) | 4.9 | 1.4
COC(=O)CSc1[nH]c(=O)cc(C)c1C#N | -7.2 | 9.8
Cc1cccc(N2CCN(C(=O)Cn3sc4nc(C)cc(C)c4c3=O)CC2C)c1 (stereo not given) | 2.2 | -1.5
Cn1c(Cc2ccccc2)nnc1SCc1cc(=O)n2ccsc2n1 | 8.5 | -5.4
Cc1cc(=O)[nH]c(SCC(=O)NCC2CCCCC2)c1C#N | 0.5 | -1.7
CCn1cc(S(=O)(=O)N2CCN(c3ccc(Cl)cc3)CC2)cn1 | 1.0 | 3.2
Cc1ccc(S(=O)(=O)N2CCN(C(=O)C3=COCCO3)CC2)cc1C | -21.6 | 2.9
CCOC(=O)C1CCCN(C(=O)c2cc(S(=O)(=O)N3CCCCCC3)ccc2OC)C1 (stereo not given) | -12.0 | -3.1
O=C(C1=C(O)C(=O)N(c2ccccc2)C1c1ccc([N+](=O)[O-])cc1)c1cccs1 (stereo not given) | 22.7 | -7.4
CCOc1ccc(CCNC(=O)COC(=O)/C=C/c2ccc(OC(F)F)c(OC)c2)cc1OCC | 32.9 | -5.1
CC1=NOC(=O)/C1=C\c1ccc(-c2ccc(Cl)c(C(=O)O)c2)o1 | -10.5 | 3.7
CN1CCN(C(=O)Nc2cccc(-c3ccccc3)c2)CC1 | 1.8 | 1.4
CCOCCC(=O)Nc1ccc2c(c1)c(=O)n(C)n2Cc1cccc(C(F)(F)F)c1 | -4.4 | 12.0
CC(C)Cn1cnc2c(=O)oc3ccccc3c21 | -9.9 | 4.4
Cc1ccc(S(=O)(=O)N(C)c2cc(S(N)(=O)=O)c(C)cc2C)cc1 | -16.9 | -4.9
CC1CCc2cc(F)cc3c(=O)c(C(=O)O)cn1c23 (stereo not given) | -0.3 | 0.4
CCOC(=O)C1=CN(Cc2ccccc2)CCC1=O | 15.8 | -3.5
Cc1ccc(S(=O)(=O)c2n[nH]n3c2nc(=O)c2ccccc23)cc1 | 1.8 | 7.3
COCCNC(=O)c1cccc2c(-c3ccnn3C)coc12 | 11.5 | -1.2

Screening results: PubChem BioAssay, Sanford-Burnham Center for Chemical Genomics
